PREPL inhibitor: inhibitors of human prolyl oligopeptidase-like enzyme PREPL. Q4J6C6. 320,000 compounds, 0.68% hits. AID 2751. recombinant PREPL, fluorescence polarization activity-based probe. inhibition, % at 5.96 µM; in the data active = inhibition above about 43%;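 note: 0% = enzyme with DMSO and 100% = wells lacking enzyme; many of its hits are not listed in these tables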
EBNA-1 inh: blocks EBNA-1 binding to DNA; EBNA-1 DNA binding, fluorescence polarization; inhibition, % at 14.8 µM; 300,000 compounds, 0.34% hits; AID 1950; in the data active = inhibition above about 28%
PP1 counter: PP1-alpha (human) inhibition in PP5 counter-screen; P62136; purified PP1alpha, OMFP fluorescence; inhibition, % at 6.7 µM; 320,000 compounds, 0.9% hits; AID 2235;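 active = inhibition above the mean inhibition of all tested compounds plus 3 SD, computed separately for each screening campaign, cut at about 15% in these data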
Target sequence (P62136 whole entry, looked up): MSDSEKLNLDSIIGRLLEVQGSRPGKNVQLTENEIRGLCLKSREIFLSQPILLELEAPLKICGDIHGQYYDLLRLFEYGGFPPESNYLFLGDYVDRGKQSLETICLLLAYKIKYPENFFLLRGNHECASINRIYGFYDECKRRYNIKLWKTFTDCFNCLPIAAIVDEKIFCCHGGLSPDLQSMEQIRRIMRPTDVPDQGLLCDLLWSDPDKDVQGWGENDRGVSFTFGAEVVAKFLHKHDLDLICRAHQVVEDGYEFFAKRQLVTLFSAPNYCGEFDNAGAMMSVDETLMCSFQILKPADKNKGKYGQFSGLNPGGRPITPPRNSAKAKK
PP5 inh: blocks human protein phosphatase 5 activity; P53041; purified PP5c, OMFP substrate fluorescence; inhibition, % at 6.7 µM; 320,000 compounds, 0.18% hits;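 active = inhibition above the campaign's mean inhibition across all tested compounds plus 3 SD, cut at about 9.5% in these data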;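 note: 0% = DMSO only and 100% = 100 µM cantharidin control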
Target sequence (P53041 whole entry, looked up): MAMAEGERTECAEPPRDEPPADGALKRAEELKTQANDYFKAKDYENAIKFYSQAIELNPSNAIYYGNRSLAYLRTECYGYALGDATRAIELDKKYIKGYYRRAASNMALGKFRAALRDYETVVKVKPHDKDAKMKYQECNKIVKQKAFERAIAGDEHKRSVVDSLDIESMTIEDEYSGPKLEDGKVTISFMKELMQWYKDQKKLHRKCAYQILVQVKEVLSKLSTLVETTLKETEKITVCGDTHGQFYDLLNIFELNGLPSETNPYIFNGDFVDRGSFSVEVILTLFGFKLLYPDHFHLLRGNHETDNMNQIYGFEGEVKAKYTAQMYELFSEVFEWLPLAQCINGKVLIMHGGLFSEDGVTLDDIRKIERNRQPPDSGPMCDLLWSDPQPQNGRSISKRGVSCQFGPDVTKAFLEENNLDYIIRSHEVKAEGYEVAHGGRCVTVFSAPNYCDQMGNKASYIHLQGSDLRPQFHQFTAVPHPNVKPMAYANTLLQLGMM
CTSL1 counter: cathepsin L1 inhibition, PFM18AAP counter-screen | recombinant F. hepatica cathepsin L1, Z-Leu-Arg-MCA fluorescence | inhibition, % at 5.96 µM | AID 1906 | 300,000 compounds, 0.49% hits;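 active = inhibition above the mean of all tested compounds plus 3 SD, set per screening campaign, cut at about 17% in these data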;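 note: 0% = plate median of test compound wells and 100% = 1 µM Z-Phe-Ala-diazomethylketone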
HCV core dimer: HCV core protein dimerization inhibition. TR-FRET GST/Flag-core106 dimerization, 1536-well. inhibition, % at 5 µM. 300,000 compounds, 0.33% hits. AID 1899;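 active = inhibition above the mean of all tested compounds plus 3 SD, set per screening campaign, cut at about 45% in these data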
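System: GST-tagged and Flag-tagged HCV core protein residues 1-106 / Input: core106 proteins, GST 13.5 nM and Flag 17 nM / Buffer or medium: KF-containing HEPES buffer, pH 7.45, DTT, CHAPS, BSA / Probe or stimulus: Eu-anti-GST and XL665-anti-Flag labelled anti-tag antibodies / Schedule: 4 h, 22.5 °C incubation / Technique: TR-FRET 671 and 617 nm emission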
TPT1 inh: C. albicans TPT1 enzyme inhibition | 300,000 compounds, 0.81% hits | recombinant caTPT1, FP RNA substrate dephosphorylation | AID 1962 | inhibition, % at 5 µM;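 active = inhibition above the mean of all tested compounds plus 3 SD, set per screening campaign, cut at about 24% in these data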;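 note: plate controls were DMSO alone for no effect and ferristatin control at 100 nM for full effect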
Efflux pump inh: inhibitors of Candida antifungal efflux pumps expressed in yeast; AID 485275; S. cerevisiae Candida pump triplex, Nile Red efflux; inhibition, % at 10 µM; 330,000 compounds, 0.44% hits;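 active = plate passing quality check with inhibition over a set limit, or well fluorescence over plate mean plus 4 SD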;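 note: Nile Red retained in pooled yeast measured as flow cytometry median fluorescence; 0% = buffer negative control and 100% = Enniatin B positive control; higher means more Nile Red kept so more efflux inhibition; some compounds called inactive have numbers as strong as hits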
ZTA counter: blocks Epstein-Barr virus ZTA, an EBNA-1 counter-screen | ZTA-DNA binding, fluorescence polarization | P03206 | 320,000 compounds, 0.15% hits | inhibition, % at 11 µM; in the data active = inhibition above about 33%
Target sequence (P03206 whole entry, looked up): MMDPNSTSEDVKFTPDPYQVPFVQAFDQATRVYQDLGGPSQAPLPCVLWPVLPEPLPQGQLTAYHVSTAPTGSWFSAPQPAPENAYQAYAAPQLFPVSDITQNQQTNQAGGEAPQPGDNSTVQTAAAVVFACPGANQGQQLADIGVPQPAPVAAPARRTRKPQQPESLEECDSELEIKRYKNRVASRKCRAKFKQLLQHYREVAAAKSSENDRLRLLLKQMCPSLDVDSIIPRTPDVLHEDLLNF
* hit, by the source's call. Some of the compounds tested (hit frequency here may not be typical).

CC1CC(C)CN(C(=O)CSc2nc3ccsc3c(=O)n2Cc2ccccn2)C1 (centres undefined) was read as PREPL inhibitor -1, EBNA-1 inh 1, PP1 counter -2, PP5 inh -1.0, CTSL1 counter -2, HCV core dimer 0, TPT1 inh 2, Efflux pump inh -0.3 and ZTA counter -4.
For CN1C(=O)c2ccc(C(=O)Nc3ccc(Br)cn3)cc2C1=O the results were PREPL inhibitor 9, EBNA-1 inh 10, PP1 counter -4, PP5 inh -2.5, CTSL1 counter 0, HCV core dimer 10, TPT1 inh 1, Efflux pump inh -0.2 and ZTA counter 20.
Screening CCC(=O)Nc1cc(C(=O)O)ccc1Sc1ccc(C)cc1 returned PREPL inhibitor 3, EBNA-1 inh -9, PP1 counter -9, PP5 inh 0.2, CTSL1 counter -4, HCV core dimer 6, TPT1 inh -2, Efflux pump inh 0.0 and ZTA counter -12.
COc1ccc(-c2noc(CCC(=O)Nc3cc(OC)ccc3OC)n2)cc1 was read as PREPL inhibitor -1, EBNA-1 inh 1, PP1 counter -2, PP5 inh 0.6, CTSL1 counter 1, HCV core dimer -1, TPT1 inh -5, Efflux pump inh -0.1 and ZTA counter 2.
For Cc1ccc(/C=C2\SC(=S)N(CCCC(=O)N3CCOCC3)C2=O)cc1 the results were PREPL inhibitor 24, EBNA-1 inh 4, PP1 counter -8, PP5 inh 1.9, CTSL1 counter 2, HCV core dimer -10, TPT1 inh -1, Efflux pump inh 0.2 and ZTA counter 2.
For Cc1ccc(S(=O)(=O)C(c2ccccc2)c2c(C)noc2C)cc1 (centres undefined) the results were PREPL inhibitor 0, EBNA-1 inh 15, PP1 counter -2, PP5 inh -3.2, CTSL1 counter 1, HCV core dimer 0, TPT1 inh -3, Efflux pump inh 0.1 and ZTA counter 15.
Screening Cc1nc(-c2ccc(C(=O)Nc3cccc(F)c3)cc2)cs1 returned PREPL inhibitor 0, EBNA-1 inh -1, PP1 counter 0, PP5 inh -1.7, CTSL1 counter -2, HCV core dimer 6, TPT1 inh -2, Efflux pump inh 0.1 and ZTA counter 7.
`Cc1ccc(NC(=O)c2ccccc2N(C)S(=O)(=O)c2ccccc2)c(C)c1` gave PREPL inhibitor -10, EBNA-1 inh -12, PP1 counter 9, PP5 inh -6.7, CTSL1 counter -2, HCV core dimer -6, TPT1 inh -2, Efflux pump inh 0.0 and ZTA counter -16.
Screening CC(=O)Nc1c(I)c(C(=O)N[C@H]2C(O)O[C@H](CO)[C@@H](O)[C@@H]2O)c(I)c(N(C)C(C)=O)c1I (some centres undefined) returned PREPL inhibitor 4, EBNA-1 inh 6, PP1 counter 1, PP5 inh -2.6, CTSL1 counter 1, HCV core dimer 2, TPT1 inh -5, Efflux pump inh 0.0 and ZTA counter 5.
Screening CC1=NNC(=O)C1Cc1c(Cl)cccc1Cl (centres undefined) returned PREPL inhibitor -10, EBNA-1 inh 7, PP1 counter 0, PP5 inh 2.5, CTSL1 counter 3, HCV core dimer 3, TPT1 inh 3, Efflux pump inh -0.1 and ZTA counter 5.
`C(=C\n1nnc2ccccc21)/c1ccc[nH]1` gave PREPL inhibitor 22, EBNA-1 inh -1, PP1 counter 0, PP5 inh -0.7, CTSL1 counter 1, HCV core dimer -1, TPT1 inh 16, Efflux pump inh 0.1 and ZTA counter 6.
`CCN(CC)C(=O)Cn1c(=O)n(CCCC(=O)NCc2ccccc2)c(=O)c2sccc21` gave PREPL inhibitor 2, EBNA-1 inh 14, PP1 counter -1, PP5 inh -2.9, CTSL1 counter 1, HCV core dimer 3, TPT1 inh -3, Efflux pump inh 0.0 and ZTA counter 2.
COc1ccc(-n2c(Cc3cccn3C)nnc2SCC(=O)Nc2ccc(F)cc2)cc1 was read as PREPL inhibitor 11, EBNA-1 inh 2, PP1 counter 0, PP5 inh 1.1, CTSL1 counter 1, HCV core dimer 10, TPT1 inh -1, Efflux pump inh -0.2 and ZTA counter -2.
Screening Oc1c(-c2cc(-c3ccco3)[nH]n2)ccc2ccccc12 returned PREPL inhibitor 13, EBNA-1 inh -4, PP1 counter 1, PP5 inh 7.0, CTSL1 counter -2, HCV core dimer 1, TPT1 inh 0, Efflux pump inh 0.1 and ZTA counter 2.
Screening COCCn1c(SCC(=O)c2c(N)n(C3CC3)c(=O)[nH]c2=O)nnc1-c1cccc(C)c1 returned PREPL inhibitor 13, PP1 counter -1, PP5 inh 1.1, Efflux pump inh 0.3 and ZTA counter 6.
`Cc1onc(-c2ccccc2Cl)c1C(=O)Nc1ccc(CN2CCCC2)cc1` gave PREPL inhibitor 1, EBNA-1 inh 17, PP1 counter -1, PP5 inh -0.5, CTSL1 counter 1, HCV core dimer 4, TPT1 inh 3, Efflux pump inh 0.0 and ZTA counter 10.
Screening Cc1ccc(NC(=O)NCC2CCN(Cc3cccc(Cl)c3)CC2)cc1Cl returned PREPL inhibitor 20, EBNA-1 inh -1, PP1 counter 3, PP5 inh 0.8, CTSL1 counter -1, HCV core dimer -2, TPT1 inh -2, Efflux pump inh 0.0 and ZTA counter 12.
COC(=O)Sc1nc(N2CCOCC2)c2c(c1C#N)CC(C)(C)OC2 was read as PREPL inhibitor 0, EBNA-1 inh -8, PP1 counter -2, PP5 inh 0.6, CTSL1 counter -12, HCV core dimer -4, TPT1 inh 0, Efflux pump inh 0.1 and ZTA counter -4.
Screening CCCCn1c(=O)[nH]c(=O)c2c1nc(-c1ccc(OCCC)c(OCC)c1)n2CCOC returned PREPL inhibitor 0, EBNA-1 inh -4, PP1 counter -2, PP5 inh -0.1, CTSL1 counter 4, HCV core dimer 7, TPT1 inh 2, Efflux pump inh 0.2 and ZTA counter -2.
For CCC(=O)Nc1cc(Cl)ccc1N1CCN(C(=O)CC)CC1 the results were PREPL inhibitor 10, EBNA-1 inh -14, PP1 counter -4, PP5 inh 3.1, CTSL1 counter -3, HCV core dimer -4, TPT1 inh 1, Efflux pump inh 0.1 and ZTA counter -12.
For Cc1ccc(-c2nc(-c3nccc4ccccc34)oc2-c2ccccc2)cc1 the results were PREPL inhibitor 5, EBNA-1 inh -4, PP1 counter 1, PP5 inh 0.7, CTSL1 counter -2, HCV core dimer 15, TPT1 inh 0, Efflux pump inh 0.1 and ZTA counter 5.
Screening COC(=O)/C(=C(O)\C=C\c1ccccc1[N+](=O)[O-])c1nc2ccccc2[nH]1 returned PREPL inhibitor 23, EBNA-1 inh -18, PP1 counter 4, PP5 inh 3.1, CTSL1 counter -1, HCV core dimer 9, TPT1 inh -2, Efflux pump inh 0.1 and ZTA counter 0.
CCOC(=O)C1(CCOC)CCN(C(=O)Cc2ccsc2)CC1 was read as PREPL inhibitor -1, EBNA-1 inh 7, PP1 counter -1, PP5 inh 0.1, CTSL1 counter -2, HCV core dimer 0, TPT1 inh -1, Efflux pump inh -0.1 and ZTA counter 1.
Cc1ccc2nc(SCC(=O)Nc3ccc(C(N)=O)cc3)[nH]c2c1 was read as PREPL inhibitor -2, EBNA-1 inh -12, PP1 counter -5, PP5 inh -2.4, CTSL1 counter -1, HCV core dimer -1, TPT1 inh -2, Efflux pump inh 0.1 and ZTA counter -6.
O=C(OCC(=O)C12CC3CC(CC(C3)C1)C2)c1cccnc1 was read as PREPL inhibitor 0, EBNA-1 inh 4, PP1 counter -3, PP5 inh 0.7, CTSL1 counter -10, HCV core dimer 11, TPT1 inh 3, Efflux pump inh -0.2 and ZTA counter -10.
Screening CCC(=O)N1c2ccccc2NC2=C(C(=O)CCC2)C1c1ccco1 (centres undefined) returned PREPL inhibitor 11, EBNA-1 inh 3, PP1 counter -3, PP5 inh -0.9, CTSL1 counter 4, HCV core dimer -2, TPT1 inh -6, Efflux pump inh -0.1 and ZTA counter 5.
For Cc1nn(CC(=O)OCC(=O)c2ccc(OC(F)F)cc2)c(C)c1[N+](=O)[O-] the results were PREPL inhibitor 16, PP1 counter -1, PP5 inh -0.5, Efflux pump inh 0.1 and ZTA counter 0.
Screening COC(=O)c1ccc(CSc2nnc(C)n2N)o1 returned PREPL inhibitor 5, EBNA-1 inh -22, PP1 counter -4, PP5 inh -3.6, CTSL1 counter 1, HCV core dimer -4, TPT1 inh -4, Efflux pump inh 4.1 and ZTA counter 11.
CCCCCCCCCCC(=O)NNC(=O)c1c(O)c2ccccc2n(CC)c1=O was read as PREPL inhibitor -2, EBNA-1 inh 3, PP1 counter -1, PP5 inh -1.6, CTSL1 counter -1, HCV core dimer 1, TPT1 inh 5, Efflux pump inh 0.1 and ZTA counter 15.
COc1ccc(CCN2CC34C=CC(O3)C(C(=O)NCc3ccccc3Cl)C4C2=O)cc1OC (centres undefined) was read as PREPL inhibitor -8, EBNA-1 inh -10, PP1 counter -1, PP5 inh 1.3, CTSL1 counter 4, HCV core dimer -7, TPT1 inh -3, Efflux pump inh 0.1 and ZTA counter -3.

Copied from above (two entries):
`Cc1onc(-c2ccccc2Cl)c1C(=O)Nc1ccc(CN2CCCC2)cc1` gave PREPL inhibitor 1, EBNA-1 inh 17, PP1 counter -1, PP5 inh -0.5, CTSL1 counter 1, HCV core dimer 4, TPT1 inh 3, Efflux pump inh 0.0 and ZTA counter 10.
Screening Cc1ccc(NC(=O)NCC2CCN(Cc3cccc(Cl)c3)CC2)cc1Cl returned PREPL inhibitor 20, EBNA-1 inh -1, PP1 counter 3, PP5 inh 0.8, CTSL1 counter -1, HCV core dimer -2, TPT1 inh -2, Efflux pump inh 0.0 and ZTA counter 12.

The listing continues:
For CCn1c(SCC(=O)NCc2ccco2)nnc1-c1c[nH]c2ccccc12 the results were PREPL inhibitor 3, EBNA-1 inh -11, PP1 counter -3, PP5 inh 1.9, CTSL1 counter -1, HCV core dimer -5, TPT1 inh -1, Efflux pump inh 0.1 and ZTA counter 4.
COc1ccccc1/C=C/C(=O)OCc1nc2ccccc2c(=O)[nH]1 was read as PREPL inhibitor -30, EBNA-1 inh 7, PP1 counter 1, PP5 inh 0.7, CTSL1 counter 1, HCV core dimer 8, TPT1 inh 1, Efflux pump inh 0.0 and ZTA counter 9.
Screening CCOC(=O)CNc1nc(Cl)nc(Nc2ccc(C)cc2)n1 returned PREPL inhibitor -5, EBNA-1 inh -2, PP1 counter -2, PP5 inh 1.6, CTSL1 counter -1, HCV core dimer 2, TPT1 inh -1, Efflux pump inh -0.1 and ZTA counter 2.
CCOc1ccc(NC(=O)CN(C)C(=O)c2c(C)noc2C)cc1OCC was read as PREPL inhibitor 3, EBNA-1 inh 6, PP1 counter -4, PP5 inh 0.0, CTSL1 counter 0, HCV core dimer -1, TPT1 inh -4, Efflux pump inh 0.0 and ZTA counter -7.
For Cc1ccc(NC(=O)CSc2cccc[n+]2[O-])c([N+](=O)[O-])c1 the results were PREPL inhibitor -9, EBNA-1 inh 1, PP1 counter 1, PP5 inh 0.2, CTSL1 counter 0, HCV core dimer 2, TPT1 inh 1, Efflux pump inh 0.1 and ZTA counter 2.
`Cc1ccc(-c2csc(N(CCCN3CCOCC3)C(=O)c3ccco3)n2)cc1` gave PREPL inhibitor 6, EBNA-1 inh -3, PP1 counter -3, PP5 inh 4.8, CTSL1 counter 1, HCV core dimer 3, TPT1 inh -2, Efflux pump inh 0.1 and ZTA counter 2.
CCCOc1ncnc2c1[nH]c1ccc(C)cc12 was read as PREPL inhibitor 1, EBNA-1 inh -4, PP1 counter -1, PP5 inh 3.6, CTSL1 counter -6, HCV core dimer -8, TPT1 inh -5, Efflux pump inh -0.1 and ZTA counter -11.
CCN(C(=O)Cn1c(=O)oc2cc(S(=O)(=O)N3CCOCC3)ccc21)c1ccccc1 was read as PREPL inhibitor 3, EBNA-1 inh 1, PP1 counter 2, PP5 inh -1.2, CTSL1 counter -2, HCV core dimer 2, TPT1 inh 0, Efflux pump inh 0.0 and ZTA counter -2.
